# Compound activity from PubChem BioAssay.
# STAT1 inh = STAT1 signaling inhibitors, primary screen, cell-based, HTS, luciferase reporter | NIH 3T3 STAT1-luciferase reporter, IFN-gamma, luminescence | inhibition, % at 5.5 µM | 200,000 tested, 0.35% active | AID 920, 2007;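 active = inhibition above a set limit, the mean inhibition across all tested compounds plus 3 SD, cut at about 34% in these data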;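 also: 0% = IFN-gamma with DMSO and 100% = IFN-gamma with 300 µM nifuroxazide; values of inactives mirror those of a sister screen read the other way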
# TNAP act hiacc = TNAP activators at high phosphate acceptor level, primary screen, biochemical, luminescence, uHTS. Alkaline phosphatase, tissue-nonspecific isozyme (Homo sapiens), P05186. purified TNAP, CDP-star luminescence, 1 M DEA, 30 min; stronger effect = higher value; 0 = EDTA background, 1 = DMSO-only activity. AID 1136, 2008. activation factor at 20 µM. 200,000 tested, under 10 active;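 active = activation factor at least 2 at 20 µM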
# Target sequence (P05186 whole entry, looked up): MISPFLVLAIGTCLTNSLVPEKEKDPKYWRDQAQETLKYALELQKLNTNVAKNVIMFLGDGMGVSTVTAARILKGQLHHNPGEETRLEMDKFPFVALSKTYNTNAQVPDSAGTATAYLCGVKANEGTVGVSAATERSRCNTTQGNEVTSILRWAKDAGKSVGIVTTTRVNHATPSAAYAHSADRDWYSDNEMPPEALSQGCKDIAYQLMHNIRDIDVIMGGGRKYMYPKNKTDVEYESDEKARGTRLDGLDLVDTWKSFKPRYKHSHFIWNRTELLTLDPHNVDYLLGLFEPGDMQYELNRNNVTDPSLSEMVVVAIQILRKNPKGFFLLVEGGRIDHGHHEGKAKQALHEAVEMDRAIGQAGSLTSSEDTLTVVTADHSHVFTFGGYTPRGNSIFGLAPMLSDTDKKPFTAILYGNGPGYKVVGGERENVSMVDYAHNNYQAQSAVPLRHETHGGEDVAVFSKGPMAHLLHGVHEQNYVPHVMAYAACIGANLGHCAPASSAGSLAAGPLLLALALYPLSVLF
#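 Dosing: 20 µM single point. System: human TNAP. Amount: TNAP 1/800 final. Incubation: 30 min, room temperature. Read-out: TNAP activation factor scaled between EDTA and DMSO control wells. Signal: luminescence from CDP-star hydrolysis. Medium: 1 M DEA, pH 9.8, Mg2+, Zn2+. Control set: EDTA negative control, DMSO positive control.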
# STAT3 inh = IL-6 driven STAT3 reporter inhibitors, primary screen, U3A cells, luciferase, luminescence, MLSCN library; 190,000 tested, 0.89% active; IL-6 STAT3-luciferase reporter; host cell line lacks STAT1; inhibition, % at 5.5 µM;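 active = inhibition above the mean inhibition across all screened compounds plus 3 SD, cut at about 44% in these data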;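 also: 0% = DMSO only wells and 100% = 100 µM nifuroxazide control wells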
# SRC2 TRFRET art = TR-FRET signal artefacts, primary screen, artefact control for PPARgamma SRC-2 agonist project, biochemical | AID 1049, 2008 | 200,000 tested, 0.4% active | TR-FRET artefact counter-screen; stronger effect = higher value | TR-FRET ratio at 8 µM; in the data active = TR-FRET ratio above about 2000; also: inactives centre near 1500
# PPARg SRC-3 ag = PPARgamma agonists recruiting SRC-3 coactivator, primary screen, biochemical; Peroxisome proliferator-activated receptor gamma (Homo sapiens), P37231; biochemical PPARgamma/SRC-3 coactivator recruitment assay; activation, % at 8 µM; 200,000 tested, 0.26% active; AID 731, 2007; in the data active = activation above about 23%;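 also: 0% = DMSO and 100% = reference agonist; some compounds past the cut are filed as inactive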
# Target sequence (P37231 whole entry, looked up): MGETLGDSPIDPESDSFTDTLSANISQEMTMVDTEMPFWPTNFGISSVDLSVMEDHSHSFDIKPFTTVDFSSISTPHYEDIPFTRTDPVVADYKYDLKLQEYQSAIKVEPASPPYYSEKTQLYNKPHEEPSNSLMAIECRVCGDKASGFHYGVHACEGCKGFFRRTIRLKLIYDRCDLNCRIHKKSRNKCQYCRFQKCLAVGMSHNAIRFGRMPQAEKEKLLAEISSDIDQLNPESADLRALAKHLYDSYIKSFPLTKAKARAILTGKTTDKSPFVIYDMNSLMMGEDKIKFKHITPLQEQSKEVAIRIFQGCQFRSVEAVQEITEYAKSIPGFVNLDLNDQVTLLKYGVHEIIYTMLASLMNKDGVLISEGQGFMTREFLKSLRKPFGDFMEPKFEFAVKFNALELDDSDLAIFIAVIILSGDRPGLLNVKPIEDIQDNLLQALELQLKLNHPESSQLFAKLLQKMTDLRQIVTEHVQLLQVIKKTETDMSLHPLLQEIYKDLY
# STAT3 activator = IL-6 driven STAT3 reporter potentiators, primary screen, U3A cells, luciferase, luminescence, MLSCN library; IL-6 STAT3-luciferase reporter; 100% = signal with IL-6 EC80 alone; activation (% of control), % at 5.6 µM; 190,000 tested, 0.91% active; AID 871, 2007;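 active = activation above the screen-wide mean of compound activation plus 3 SD, cut at about 130% in these data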;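 also: 0% = background luminescence of wells with medium and substrate only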
#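 Test system: STAT3-luciferase reporter U3A cells; Detection: reporter luminescence signal; Times: 1 h compound pre-exposure, 6 h IL-6 stimulation, 37 °C; Benchmarks: IL-6-only high control; Also added: IL-6 stimulus at 33 ng/mL final.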
# bIAP inh = bovine intestinal alkaline phosphatase inhibitors, primary screen, selectivity assay for TNAP inhibitor project, biochemical, bovine IAP, CDP-star luminescence; purified bovine IAP, 30 min; inhibition, % at 20 µM; 190,000 tested, under 10 active;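 active = over 50% inhibition of intestinal alkaline phosphatase at 20 µM in the single-dose screen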
#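 test system = bovine IAP enzyme | medium = DEA buffer 100 mM, pH 9.8, with MgCl2 1.0 mM, ZnCl2 0.02 mM | detection = luminescence | dosing = single compound dose of 20 µM, 2% DMSO final | incubation = 30 min reaction at room temperature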
# PPARg SRC-1 ag = PPARgamma agonists recruiting SRC-1 coactivator, primary screen, biochemical | Peroxisome proliferator-activated receptor gamma (Homo sapiens), P37231 | PPARgamma-SRC-1 coactivator recruitment biochemical assay | activation, % at 8 µM | 200,000 tested, 0.41% active | AID 631, 2007; in the data active = activation above about 19%;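 also: 0% = DMSO and 100% = reference agonist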
# ROMK primary = ROMK potassium channel modulators, primary screen, cell-based, thallium flux, MLSMR library. ATP-sensitive inward rectifier potassium channel 1 (Homo sapiens), P48048. Tet-inducible ROMK, thallium flux fluorescence; actives lie on both sides. B-score at 10 µM. 130,000 tested, 2% active. AID 1918, 2009;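 active = signal ratio slope over the read window, or its plate-corrected B-score, at least 3 SD from the plate mean, either direction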;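 also: B-score of the F/F0 ratio slope over 7 to 12 s after thallium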
# PPARg SRC-2 ag = agonists of PPARg-SRC-2 recruitment, primary screen, biochemical, HTS; Peroxisome proliferator-activated receptor gamma (Homo sapiens), P37231; PPARgamma LBD-SRC-2 recruitment; activation, % at 8 µM; 200,000 tested, 0.34% active; AID 1032, 2008; in the data active = activation above about 22%;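 also: 0% = vehicle and 100% = reference agonist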
# bIAP activator = bovine intestinal alkaline phosphatase activators, primary screen, biochemical, bovine IAP, CDP-star luminescence. alkaline phosphatase, intestinal [Bos taurus]. purified bovine IAP, 30 min; stronger effect = higher value; fold of DMSO-control signal, blank-subtracted. activation factor at 20 µM. 200,000 tested, 0.17% active. AID 1016, 2008;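 active = activation factor of 2 or more at 20 µM, a signal rise over negative controls twice the positive control's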
# Active calls of the source: *; · = no result given.
SMILES,STAT1 inh,TNAP act hiacc,STAT3 inh,SRC2 TRFRET art,PPARg SRC-3 ag,STAT3 activator,bIAP inh,PPARg SRC-1 ag,ROMK primary,PPARg SRC-2 ag,bIAP activator
O=C1c2ccccc2NC(c2ccco2)N1NS(=O)(=O)c1ccccc1 (stereo unspecified),-8,1,0,1531,-1,101,-2,5,0.11,-1,1
N#CC(c1ccccn1)c1ncc(C(F)(F)F)cc1Cl (stereo unspecified),-2,1,8,1600,-4,98,-8,6,0.57,3,1.1
COC(=O)c1ccc(/C=N/OCC(=O)NCc2ccc(F)cc2)cc1,1,1,17,1340,2,92,3,11,0.9,4,1
O=C(NCCCn1ccnc1)c1cc([N+](=O)[O-])cc([N+](=O)[O-])c1,8,1,3,1518,1,97,4,2,0.56,9,1
CC1(C)CC(C(CC(=O)O)c2ccccc2)CCO1 (stereo unspecified),13,1,2,1564,-11,102,-4,3,0.78,-2,1
COC(=O)C1=C(N)N(c2ccccc2C(F)(F)F)C2=C(C(=O)CCC2)C1c1ccc2c(c1)OCO2 (stereo unspecified),1,1.1,-4,1450,-3,107,9,5,·,2,0.9
Cc1c(NC(=O)c2ccco2)cccc1C(=O)NN1C(=O)c2ccccc2C1=O,-2,1,-5,1212,-4,108,-27,-4,1.1,5,1.3
Cn1c(=O)c(C(=O)CSc2nncs2)c(N)n(Cc2ccccc2)c1=O,4,1,14,1512,-1,95,16,-4,-0.073,1,0.8
CC(C)CCn1c(Sc2nc3ccccc3s2)nc2c1c(=O)[nH]c(=O)n2C,14,1,-5,1531,6,108,-3,-1,·,2,1
CCOc1ccc(S(=O)(=O)c2c(C(=O)c3ccc(C)cc3)cnc3cc4c(cc23)OCCO4)cc1,-6,1,-8,2406*,10,112,17,8,·,-3,0.8
CN1CCN(C(=S)c2cn(Cc3ccccc3)c3ccccc23)CC1,9,1,16,1658,3,95,2,14,-0.29,5,1
CCOc1ccc(-c2cc(N)n(S(=O)(=O)c3ccc(OC)c(OC)c3)n2)cc1,-4,1,-12,1787,-5,114,4,4,·,7,1
O=C(N1CCOCC1)N1CCN(c2nc(-c3ccc(F)cc3)cs2)CC1,0,1,4,1523,1,102,-7,0,·,7,1.1
CC1CCC(NC(=O)Cn2c(=O)[nH]c3ccsc3c2=O)CC1 (stereo unspecified),-19,1,-7,1539,8,111,2,6,·,3,1
Cc1ccccc1OCC(=O)OC1CCN(C)CC1,0,1,-7,1398,-9,107,1,-8,·,-6,1
O=C(CSc1nnc(-c2ccccn2)n1-c1ccc(Cl)cc1)Nc1ccc2c(c1)OCO2,0,1.1,-6,1464,6,107,-3,4,·,9,1
CCOc1ccc(Cl)cc1CSc1ncn[nH]1,1,0.9,0,1715,2,104,-16,-2,-1.1,3,1.2
COC(=O)c1ccc(C2C(C#N)=C(N)Oc3cc(C)n(C)c(=O)c32)cc1 (stereo unspecified),6,1,12,1335,0,92,-3,-9,·,0,1
COc1ccnc(CSC(N)=Nc2cccc(C(F)(F)F)c2)c1,6,1,-7,1425,2,104,11,3,-0.42,2,0.9
COc1ccccc1N1C(=O)CCC1(C#N)c1ccccc1 (stereo unspecified),8,1,1,1527,-6,102,-6,1,·,11,1.1
Cn1c(=N)n(CC(=O)O)c2ccccc21,5,1,-2,1443,-2,103,9,3,·,8,0.9
CC1CCCN(CC(O)CN)C1 (stereo unspecified),-2,1,-2,1582,-3,104,4,-5,·,4,1
CC1(C)Cc2c(sc(NC(=O)c3ccco3)c2C(=O)O)CO1,7,1.1,-8,1548,-8,113,4,4,0.19,11,1
CN(C)CCCNc1oc(-c2ccc(Cl)cc2)nc1C#N,1,1,-3,1556,-7,104,8,7,-3,10,0.9
Cc1ccc(C2CC(=O)c3cnn(-c4nc(C)cc(C)n4)c3C2)cc1 (stereo unspecified),5,1,6,1568,1,94,2,2,0.8,-6,1
O=C(O)C1CC=CCC1C(=O)NC12CC3CC(CC(C3)C1)C2 (stereo unspecified),-5,1.1,8,1573,3,97,11,2,0.18,11,0.9
COc1ccc(NC(=O)c2ccccc2NC(=O)c2ccco2)c(OC)c1,4,1.1,4,1428,-3,97,3,0,-0.054,4,1
CCOc1ccc(C(=O)NC(=S)Nc2ccc(NC(=O)c3ccco3)cc2)cc1[N+](=O)[O-],5,1,26,1418,-2,80,10,-2,·,-2,0.9
Cc1ccc(-n2ncc3c(NCc4ccco4)ncnc32)cc1C,-58,1,8,1486,1,100,8,-4,-0.86,4,0.9
Cc1ccc(S(=O)(=O)CCNC(=O)Cc2ccc(Cl)cc2)cc1,-3,1,5,1412,-1,100,-7,-6,-0.67,-3,1.1

# Nothing new here: 5 of the compounds above.
SMILES,STAT1 inh,TNAP act hiacc,STAT3 inh,SRC2 TRFRET art,PPARg SRC-3 ag,STAT3 activator,bIAP inh,PPARg SRC-1 ag,ROMK primary,PPARg SRC-2 ag,bIAP activator
O=C(O)C1CC=CCC1C(=O)NC12CC3CC(CC(C3)C1)C2 (stereo unspecified),-5,1.1,8,1573,3,97,11,2,0.18,11,0.9
COc1ccc(NC(=O)c2ccccc2NC(=O)c2ccco2)c(OC)c1,4,1.1,4,1428,-3,97,3,0,-0.054,4,1
CCOc1ccc(C(=O)NC(=S)Nc2ccc(NC(=O)c3ccco3)cc2)cc1[N+](=O)[O-],5,1,26,1418,-2,80,10,-2,·,-2,0.9
Cc1ccc(-n2ncc3c(NCc4ccco4)ncnc32)cc1C,-58,1,8,1486,1,100,8,-4,-0.86,4,0.9
Cc1ccc(S(=O)(=O)CCNC(=O)Cc2ccc(Cl)cc2)cc1,-3,1,5,1412,-1,100,-7,-6,-0.67,-3,1.1

# (list continues)
SMILES,STAT1 inh,TNAP act hiacc,STAT3 inh,SRC2 TRFRET art,PPARg SRC-3 ag,STAT3 activator,bIAP inh,PPARg SRC-1 ag,ROMK primary,PPARg SRC-2 ag,bIAP activator
CN1C(=O)c2cccc(N(C)C)c2C1=O,0,1,-2,1431,2,104,20,7,·,8,0.8
COc1cc(S(=O)(=O)Nc2c(C)cc(C)cc2C)ccc1Cl,4,1,11,1634,8,94,8,2,0.14,3,0.9
CCCn1c(C)cc(/C=C(\C#N)C(=O)O)c1C,-6,1,-12,1497,2,116,46,2,·,1,0.5
CC(=O)Oc1cc2cccc(OC(C)=O)c(=O)c2c(OC(C)=O)c1OC(C)=O,13,0.8,9,1830,10,94,-4,11,-1.6,17,1
O=S(=O)(c1ccccc1)N1CCN(c2nc(-c3cccs3)nc3ccccc23)CC1,6,1,8,1678,0,97,4,2,-1.2,6,1
O=C(Cn1cc2c(n1)CCCC2)NCCCN1CCN(C2CCCCC2)CC1,9,1,6,1756,6,96,0,7,·,5,1
Cn1c(OCc2cccnc2)nc2c1c(=O)n(Cc1ccc(Br)cc1)c(=O)n2C,7,1,15,1440,-1,92,-7,1,-0.14,4,1.1
N/C(=N\OC(=O)CCC1CCCC1)c1ccc([N+](=O)[O-])cc1,-4,1,9,1479,-5,102,-2,-2,0.091,0,1
CSc1cc(C)n(-c2ccccc2)c(=S)c1C(C)=O,4,1.1,-2,1286,-9,102,10,-5,0.023,-5,0.9
CN(CCC#N)C(=O)COC(=O)c1ccc(CNS(=O)(=O)c2ccc(F)c(Cl)c2)cc1,-5,1,-9,1442,-1,107,13,-3,·,-16,0.9
COc1ccc(C2CCCN2C(=S)Nc2ccccc2C)cc1OC (stereo unspecified),11,1,16,1527,3,92,-13,-7,-0.2,1,1.1
CCc1ccc(NC(=S)N(Cc2ccccc2)Cc2ccccn2)cc1,-12,1,7,1450,2,97,10,1,0.33,-5,0.9
CCn1cc(C(C)NC(=O)COc2ccc(Cl)cc2C)c(C)n1 (stereo unspecified),-5,1,8,1504,1,97,2,-1,-1.2,0,1
Cc1onc(-c2c(Cl)cccc2Cl)c1C(=O)N1CCN(c2ccccc2)CC1,17,1.1,4,1535,0,103,0,0,0.98,3,1
Cc1ccccc1C(=O)NN(C)c1nc2ccccc2nc1C(F)(F)F,-14,1,9,1722,9,100,-2,7,·,9,1
Cc1ccccc1OCc1nc2ccc(S(=O)(=O)N3CCOCC3)cc2[nH]1,-2,1,0,1525,-5,106,-3,2,2.2,1,1
Nc1ncnc2c1ncn2[C@H]1C[C@H](O)[C@@H](COP(=O)(O)O)O1,0,1,2,1541,4,101,-7,1,·,5,1.1
Cn1sc(NC(=O)c2ccccc2)nc1=O,-7,1,5,1503,-2,101,5,11,·,0,1
CCCCNC(=S)Nc1ccccc1F,-1,1,16,1551,5,91,9,-6,·,6,0.9
CCc1ccccc1NC(=O)CSc1nnc(Cn2nnc3ccccc32)n1C,-1,1,-4,1404,-8,106,9,-2,0.99,-3,0.9
O=C1Nc2ccccc2C1(O)c1ccccc1 (stereo unspecified),1,1,7,1787,-4,99,1,5,-0.64,7,1
O=C(NCc1ccco1)Nc1ccc(Br)cc1Cl,-36,1.1,24,1499,2,82,32,-3,·,7,0.7
CC(c1cccs1)N(C(=O)Nc1ccccc1)C1CCCCC1 (stereo unspecified),-3,1,6,1463,-2,98,12,5,·,-17,0.9
O=S1(=O)C=CC(Nc2cccc(Cl)c2)C1 (stereo unspecified),4,1,10,1575,-1,94,6,6,0.12,-1,0.9
CS(=O)(=O)N1CCN(C(=S)NCc2ccc(F)cc2)CC1,-2,1,10,1592,6,94,2,6,-0.34,-1,1
O=C(c1ccc(COc2ccc(Cl)cc2)o1)N1CCN(Cc2ccc3c(c2)OCO3)CC1,-3,1,7,1689,14,98,2,10,·,6,1
Cc1cc(C)n(-c2cccc3cccnc23)n1,1,1,8,1667,-5,96,4,5,-0.15,11,1
CC(=O)c1c(C)nc(-c2ccc(Cl)cc2)nc1N=CN(C)C,-20,1.1,-18,1669,12,119,4,3,-1.2,6,1
